# Fh CTSL1 inh: Fasciola hepatica cathepsin L1 inhibitors, primary screen, counter-screen for PFM18AAP inhibitor project, biochemical, QFRET, fluorogenic peptide substrate | recombinant F. hepatica cathepsin L1, Z-Leu-Arg-MCA fluorescence | inhibition, % at 5.96 µM | 0.49% of 300,000 active | AID 1906, 2009;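 active = inhibition above the mean of all tested compounds plus 3 SD, set per screening campaign, cut at about 17% in these data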;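 note: 0% = plate median of test compound wells and 100% = 1 µM Z-Phe-Ala-diazomethylketone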
# proCasp3 act: activators of human procaspase-3 D3A mutant, primary screen, biochemical, absorbance, PC-3 D3A mutant, single concentration; Caspase-3 (Homo sapiens), P42574; recombinant procaspase-3 D3A, Ac-DEVD-pNA absorbance 405 nm; activation, % at 8.5 µM; 0.11% of 330,000 active; AID 463141, 2010;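 active = activation above the mean of all tested compounds plus 3 SD, cut at about 21% in these data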;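 note: 0% = DMSO alone and 100% = DMSO wells spiked with extra 5 µM PC-3 D3A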
# Target sequence (P42574 whole entry D9A/D28A/D175A): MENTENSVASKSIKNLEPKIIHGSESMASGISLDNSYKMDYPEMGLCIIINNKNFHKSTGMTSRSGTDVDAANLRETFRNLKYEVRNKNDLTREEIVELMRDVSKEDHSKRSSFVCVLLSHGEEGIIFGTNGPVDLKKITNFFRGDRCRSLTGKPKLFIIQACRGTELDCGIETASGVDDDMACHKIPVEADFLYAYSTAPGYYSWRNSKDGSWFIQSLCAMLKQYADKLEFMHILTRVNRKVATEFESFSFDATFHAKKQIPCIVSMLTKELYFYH
#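 Evaluation: percent activation relative to control range; Material: Procaspase-3 D3A mutant, all three cleavage aspartates alanine; Compound: single dose, 8.5 µM nominal compound, 0.8% DMSO; Replication: one well per compound; Signal: absorbance at 405 nm, 0 and 120 min; Schedule: 1 h preincubation plus 2 h reaction at 25 °C.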
# TPT1 inhibitor: Candida albicans TPT1 enzyme inhibitors, primary screen, biochemical, fluorescence polarization; inhibition, % at 5 µM; tRNA 2'-phosphotransferase TPT1 (Candida albicans SC5314); 0.81% of 300,000 active; AID 1962, 2009; recombinant caTPT1, FP RNA substrate dephosphorylation;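 active = inhibition above the mean of all tested compounds plus 3 SD, set per screening campaign, cut at about 24% in these data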;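 note: plate controls were DMSO alone for no effect and ferristatin control at 100 nM for full effect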
# PP1 inh: PP1-alpha phosphatase inhibitors, primary screen, counter-screen for PP5 inhibitor project, biochemical, fluorescence, OMFP substrate, single point; purified PP1alpha; inhibition, % at 6.7 µM; 0.9% of 320,000 active; AID 2235, 2010;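 active = inhibition above the mean inhibition of all tested compounds plus 3 SD, computed separately for each screening campaign, cut at about 15% in these data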
# PP5 primary: PP5 phosphatase inhibitors, primary screen, biochemical, fluorescence | AID 1987, 2009 | Serine/threonine-protein phosphatase 5 (Homo sapiens), P53041 | purified PP5c, OMFP substrate fluorescence | inhibition, % at 6.7 µM | 0.18% of 320,000 active;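 active = inhibition above the campaign's mean inhibition across all tested compounds plus 3 SD, cut at about 9.5% in these data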;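 note: 0% = DMSO only and 100% = 100 µM cantharidin control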
# AHR act: AHR activators, primary screen, cell-based, luminescence, luciferase reporter, human. AID 2796, 2010. activation, % at 5 µM. AHR-responsive luciferase reporter cells. 2.5% of 320,000 active. Aryl hydrocarbon receptor (Homo sapiens), P35869; in the data active = activation above about 47%;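 note: 0% = vehicle wells and 100% = reference agonist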
# Target sequence (P35869 whole entry, looked up): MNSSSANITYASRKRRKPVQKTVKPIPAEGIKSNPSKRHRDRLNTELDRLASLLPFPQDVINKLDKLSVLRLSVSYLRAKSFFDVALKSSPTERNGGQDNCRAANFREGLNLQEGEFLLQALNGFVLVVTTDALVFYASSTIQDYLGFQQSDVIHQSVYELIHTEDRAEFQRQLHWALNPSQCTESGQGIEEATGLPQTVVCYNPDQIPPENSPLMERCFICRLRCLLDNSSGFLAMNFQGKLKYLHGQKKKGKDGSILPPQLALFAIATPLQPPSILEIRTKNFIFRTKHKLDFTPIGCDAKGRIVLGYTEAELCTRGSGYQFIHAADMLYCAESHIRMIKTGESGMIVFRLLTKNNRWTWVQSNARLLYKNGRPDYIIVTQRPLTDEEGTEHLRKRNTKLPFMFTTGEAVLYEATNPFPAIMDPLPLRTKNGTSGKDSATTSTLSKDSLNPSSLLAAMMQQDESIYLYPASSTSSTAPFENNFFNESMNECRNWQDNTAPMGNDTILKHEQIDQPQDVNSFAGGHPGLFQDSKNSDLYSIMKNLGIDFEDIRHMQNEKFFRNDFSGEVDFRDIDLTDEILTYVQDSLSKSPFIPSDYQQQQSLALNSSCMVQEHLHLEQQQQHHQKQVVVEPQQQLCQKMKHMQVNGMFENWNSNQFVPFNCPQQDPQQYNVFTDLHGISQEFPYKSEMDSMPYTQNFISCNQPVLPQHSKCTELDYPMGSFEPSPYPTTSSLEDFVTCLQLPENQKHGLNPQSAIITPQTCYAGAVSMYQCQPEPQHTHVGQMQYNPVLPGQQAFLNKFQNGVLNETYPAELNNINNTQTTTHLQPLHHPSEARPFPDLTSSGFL
# core dimer inh: inhibitors of HCV core protein dimerization, primary screen, biochemical, TR-FRET, high-throughput; TR-FRET GST/Flag-core106 dimerization, 1536-well; inhibition, % at 5 µM; 0.33% of 300,000 active; AID 1899, 2009;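 active = inhibition above the mean of all tested compounds plus 3 SD, set per screening campaign, cut at about 45% in these data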
#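 System: GST/Flag-tagged HCV core106 proteins. Incubation: compound-protein-antibody incubation 4 h at 22.5 °C. Technique: HTRF with 340 nm excitation, 617/671 nm emission. Medium: KF-containing HEPES buffer, pH 7.45, DTT, CHAPS, BSA. Read-out: inhibition (%) from 671 over 617 nm ratio. Also added: Eu(K)-anti-GST 90 ng/mL plus XL665-anti-Flag 1 µg/mL.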
# PAFAH2 inh: PAFAH2 enzyme inhibitors, primary screen, biochemical, fluorescence polarization, human. Platelet-activating factor acetylhydrolase 2, cytoplasmic (Homo sapiens), Q99487. recombinant PAFAH2, FP-rhodamine activity probe. inhibition, % at 3.39 µM. 0.99% of 340,000 active. AID 492956, 2010;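 active = inhibition above the mean over all tested compounds plus 3 SD, cut at about 30% in these data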;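 note: inhibitors block probe labeling of enzyme so polarization drops; 0% = enzyme with DMSO and 100% = wells lacking PAFAH2 protein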
# procasp7 counter: procaspase-7 activators, primary screen, counter-screen for procaspase-3 activator project, biochemical, absorbance, HTS, human. activation, % at 8.5 µM. Caspase-7 (Homo sapiens), P55210. recombinant procaspase-7, Ac-DEVD-pNA absorbance 405 nm; D23A/D198A/D206A triple mutant, cannot self-cleave; scale: DMSO 0, 5 µM enzyme 100. 0.093% of 330,000 active;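 active = percent activation above the screen-wide mean plus 3 SD, cut at about 25% in these data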
#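 Assay system: Uncleavable procaspase-7 mutant enzyme; Input: 2 µM procaspase-7 mutant as dispensed; Also added: DEVD-pNA substrate; Medium: Zinc-free HEPES pH 7.4 with 300 mM NaCl, 0.01% Triton X-100; Timing: 1 h compound preincubation, 2 h substrate cleavage, 25 °C; Measured by: Epi-absorbance of released pNA at 405 nm, two timepoints.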
# Starred values were filed as active, the others as inactive; nt = no result given. No enrichment for hits. Share with any hit: about 5.6%.
# Start of the data: the first 2 compounds, to show the layout:
SMILES,Fh CTSL1 inh,proCasp3 act,TPT1 inhibitor,PP1 inh,PP5 primary,AHR act,core dimer inh,PAFAH2 inh,procasp7 counter
CC(=O)c1c(O)cc(=O)n(-c2ccccc2)c1-c1cccc2ccccc12,3,-12,-1,-2,-1.0,1,-10,2,8
COc1ccc(CCN=C(N)NS(=O)(=O)c2ccc(C)cc2)cc1OC,3,8,-1,-2,-1.3,1,-2,-1,-7

# Main list, from the first entry:
SMILES,Fh CTSL1 inh,proCasp3 act,TPT1 inhibitor,PP1 inh,PP5 primary,AHR act,core dimer inh,PAFAH2 inh,procasp7 counter
CC(=O)c1c(O)cc(=O)n(-c2ccccc2)c1-c1cccc2ccccc12,3,-12,-1,-2,-1.0,1,-10,2,8
COc1ccc(CCN=C(N)NS(=O)(=O)c2ccc(C)cc2)cc1OC,3,8,-1,-2,-1.3,1,-2,-1,-7
COC(=O)CSc1nnc(CNC(=O)c2ccccc2OC)n1C,-3,-4,-6,-2,2.1,3,-4,-1,8
CCCC(c1nnnn1CCOC)N1CCN(Cc2ccccc2)CC1 (configuration not stated),-4,1,-2,-1,2.4,5,-5,4,7
Cc1cc(-n2[nH]c(C)c(C)c2=O)nc(-c2ccccc2O)n1,1,7,1,2,3.5,25,-13,3,10
NC(=O)CC(NC(=O)Cc1ccc(Br)cc1)c1ccc(NCc2ccccn2)c([N+](=O)[O-])c1 (configuration not stated),-1,4,0,0,3.0,1,-6,8,1
C/C(=N/OC(=O)c1ccccc1Br)c1ccc(C)cc1,3,-3,-2,1,3.8,0,-10,-3,13
NC12NC(=O)C3(O)C4C5CC(C6C5C3C61)C42 (configuration not stated),-2,7,-1,-1,1.1,-3,-6,-6,-10
Cc1cc(C)nc(SCC(=O)Nc2ncccn2)n1,1,4,-1,-1,0.7,8,0,nt,5
O=C1CSC(c2ccccc2)N1c1ccc([N+](=O)[O-])cc1 (configuration not stated),0,-4,0,1,-1.2,0,0,0,-1
CCC(=O)c1ccc(N2CCN(C(=O)c3ccccc3Br)CC2)c(F)c1,4,-9,-1,-4,0.9,1,3,8,16
CCC(=O)NCc1c(Cl)cccc1-n1cccc1,0,3,3,2,1.8,-2,-4,-2,10
N#Cc1ccc(S(=O)(=O)Nc2ccccc2N2CCOCC2)cc1,nt,13,nt,nt,nt,2,nt,6,-12
O=C(CCN1C(=O)/C(=C\c2ccccc2F)SC1=S)Nc1ccc(C(=O)O)c(O)c1,3,-8,-1,20*,4.4,-2,26,11,-1
COc1ccc(NC(=O)CSc2ncnc3sc(C)cc23)cc1,8,-9,1,1,3.2,-1,4,-9,-1
Cc1c(NC(=O)COc2cccc(Cl)c2Cl)c(=O)n(-c2ccccc2)n1C,23*,-2,0,-2,-0.6,7,-2,1,8
CCOc1ccc(-n2c(SCC(=O)Nc3ccc(Br)cc3)nc3n[nH]c(C)c3c2=N)cc1,-2,9,2,17*,2.6,28,6,-6,7
CC(C)(C)NC(=O)Cn1c(SCC(=O)NCc2cccs2)nc2ccccc21,0,-1,-1,-5,-1.4,1,-4,-4,10
CC(C)(C)NC(=O)CSc1nc(N)c(-c2ccccc2)c(=O)[nH]1,3,-2,-1,-2,0.4,-2,2,1,2
O=C(O)/C=C/C(=O)Nc1cc(F)ccc1F,0,-23,1,-1,3.1,-1,-1,2,-19
CCOC(=O)/C=C1\SCC(=O)N1CC(=O)Nc1ccccc1OC(F)F,-4,-10,18,-2,1.2,2,0,-1,-3
CCn1cc(C(=O)N[C@H](C(=O)NCCCN2CCOCC2)C(C)C)c(=O)c2cc3c(cc21)OCO3,-2,1,-2,2,-0.5,-1,-5,3,9
COC(=O)Cc1ccc(NC(=S)N2CCN(CCO)CC2)cc1,-2,5,2,-2,0.9,-1,0,-3,-10
COc1ccccc1CNC(=O)CCCNC(=O)Cn1cnc2sc(C)c(C)c2c1=O,0,2,-3,2,4.0,-1,-3,8,-4
NS(=O)(=O)c1ccc(CNC(=O)c2cc(=O)c3ccccc3o2)cc1,-4,4,0,0,1.2,6,-4,-2,-1

# (more compounds)
SMILES,Fh CTSL1 inh,proCasp3 act,TPT1 inhibitor,PP1 inh,PP5 primary,AHR act,core dimer inh,PAFAH2 inh,procasp7 counter
CCCNC(=O)CSc1nc2ccccc2c(=O)n1CCC,-6,-4,-5,3,-0.9,4,-4,-3,4
CCN1CCN(C(=O)CCn2c(=O)c3cccn3c3cccnc32)CC1,0,0,1,1,-3.5,9,3,0,3
CC(=O)N(CCC1(C(C)C)CCOC(C)(C)C1)C(C)c1cccs1 (configuration not stated),0,1,-2,-2,2.0,-2,-4,3,6
COc1ccc(C(=O)c2cc([N+](=O)[O-])ccc2N2CCOCC2)cc1,-1,-6,1,-3,-1.0,-1,-3,8,2
Cc1ccc(-c2noc(CCC(=O)Nc3ccc(C)cn3)n2)cc1,3,7,2,-2,-1.1,1,6,-1,-3
N#CCOc1nc(N2CCOCC2)nc(N2CCOCC2)n1,1,-5,-1,0,0.8,0,-1,-7,-2
CC(C)n1nccc1NC(=O)COC(=O)c1ccc(NC(N)=O)cc1,nt,2,nt,nt,nt,-1,nt,65*,7
CC1CCN(C(=O)C(Cc2ccccc2)NS(=O)(=O)c2ccc3c(c2)oc(=O)n3C)CC1 (configuration not stated),-1,11,-2,-1,-1.1,-3,-12,-6,8
Cc1cc(C)cc(NS(=O)(=O)c2ccc(F)cc2)c1,-2,7,-3,-1,1.9,3,-3,0,9
Cc1ccc(S(=O)(=O)CCC(=O)NCc2ccco2)cc1,-2,-8,-2,-1,1.0,0,-1,2,9
C#CCOCCOCCOCCNc1nc(N2CCN(C(=O)CCCCCCCCCCNC(=O)Cn3cc(CCCCCN)nn3)CC2)nc(N2CCN(C(=O)CCCCCCCCCCNC(=O)[C@H](CO)n3cc(CCCCCN)nn3)CC2)n1,7,-1,-3,35*,0.0,-3,-13,2,-1
COc1ccccc1NS(=O)(=O)c1ccc(C(=O)N2CCCC(C)C2)cc1 (configuration not stated),0,5,-3,0,-1.4,-2,-6,2,-3
CC(C)C[C@H]1COCCS(=O)(=O)N1Cc1ccc(Cl)c(Cl)c1,2,4,0,4,5.2,4,-3,10,7
Cc1nc(C)n(C(C)CC(=O)O)n1 (configuration not stated),-3,8,-2,0,0.0,0,-4,-7,9
CCOC(=O)Cc1csc(NC(=O)CSc2nnc(C3CC3)n2C)n1,-4,-4,-5,-1,0.6,2,-12,-4,2
CN1CCC(OC(=O)c2ccccc2)CC1,4,2,-4,-2,3.2,3,3,-3,6
Cc1cc(C(=O)Nc2sc(C)c(-c3ccc(F)cc3)c2C(N)=O)no1,6,0,-5,2,1.4,5,8,8,8
COc1ccc(NC(=O)c2sc3nc(C)nc(N4CCOCC4)c3c2C)c(OC)c1,3,3,-2,-3,0.9,-1,-2,-2,7
O=C(NCc1ccccc1)C(c1ccc(F)cc1)N(C(=O)c1csnn1)C1CC1 (configuration not stated),-6,-6,-2,3,0.1,0,1,12,-3
COC(=O)C1=C(C)NC(=O)/C1=C\c1ccc2c(c1)OCO2,0,-7,2,-2,1.9,23,-4,1,7
NC(=O)CC(NC(=O)c1ccccc1)c1ccc(NCCc2ccc(F)cc2)c([N+](=O)[O-])c1 (configuration not stated),0,-2,-1,-1,-0.2,-1,8,-5,-8
COc1cc(/C=N/NC(=O)[C@H](Cc2c[nH]c3ccccc23)NC(=O)OCC(C)C)cc([N+](=O)[O-])c1O,2,-3,4,-5,-0.8,4,-14,12,-3
Cc1cc(NC(=O)CCN2CCN(C/C=C/c3ccccc3)CC2)ccc1Br,5,-5,1,2,2.2,14,-6,4,0
Cc1ccc(S(=O)(=O)NCCC(=O)NCC(c2ccco2)N2CCCCC2)cc1C (configuration not stated),-1,7,2,-2,-1.6,0,5,-1,6
CCOC(=O)CNC(=O)Nc1nnc(-c2ccc(OCC)cc2)o1,3,4,-5,3,0.9,3,-3,-1,2

# Next results:
SMILES,Fh CTSL1 inh,proCasp3 act,TPT1 inhibitor,PP1 inh,PP5 primary,AHR act,core dimer inh,PAFAH2 inh,procasp7 counter
C=Cn1cc[n+](CC(=O)c2ccc(Cl)c(Cl)c2)c1,0,4,-3,-3,1.9,2,-8,1,-1
Cc1ccc(OCC(=O)OCC(=O)c2cccc([N+](=O)[O-])c2)cc1C,0,3,-1,-7,-1.5,10,0,-7,-3
O=C(CN1CCCC1)OCCCc1ccccc1,5,-1,1,0,-0.2,-1,-1,-2,-2
CCOC(=O)c1sc(NC(=O)c2ccccc2OCC)nc1C,0,4,1,-1,0.2,6,6,-3,8
CCc1nnc(NS(=O)(=O)c2ccc(NCc3cc(Cl)cc(Cl)c3O)cc2)s1,1,6,0,3,1.8,1,12,22,4
Nc1ccccc1C(=O)NC1CCCCNC1=O (configuration not stated),0,0,-2,-6,1.1,4,6,3,0
COc1ccc(N(C(=O)CCl)C(C(=O)NCCc2ccccc2)c2cccs2)cc1 (configuration not stated),5,-4,3,3,2.7,-2,14,16,-8
COCCNC(=O)c1ccc(-n2c(SCc3ccncc3)nc3ccccc3c2=O)cc1,-6,9,-2,0,-0.1,-1,11,1,-9
O=C(COC(=O)c1ccc([N+](=O)[O-])o1)Nc1ncc(Cl)cc1Cl,nt,0,nt,nt,nt,14,nt,16,0
CCCN(CCC)C(=O)c1cn(C)c2ccc(S(=O)(=O)N3CCCC3)cc2c1=O,0,-8,2,4,1.6,16,-3,-1,2
Cc1ccccc1CNC(=O)C1CCC(=O)N(C2CCCCCC2)C1 (configuration not stated),-1,-3,-2,-4,0.0,-1,7,2,2
COc1ccc(N2CC(C(=O)Nc3nccs3)CC2=O)cc1 (configuration not stated),1,9,1,-2,4.3,0,-5,-9,-2
CC(CCc1ccccc1)NC(=O)CCCn1ncn2c(cc3occc32)c1=O (configuration not stated),-3,-3,4,-2,-1.5,0,-5,-4,14
O=C(CSc1nnc(Nc2ccccc2)s1)NC1CCCC1,nt,0,nt,nt,nt,0,nt,6,3
N=c1c(C(=O)NCC2CCCO2)cc2c(=O)n3ccccc3nc2n1Cc1ccccc1 (configuration not stated),1,-14,1,-3,-0.3,2,4,-1,-14
O=C(CSc1nc(-c2ccccc2)c(-c2ccccc2)[nH]1)NCCN1C(=O)CSC1=O,-8,-3,4,-1,3.7,17,5,13,12
